Source: PubChem BioAssay
AT treatment = potential ataxia-telangiectasia treatment; 320,000 compounds, 0.19% hits; […] A-T fibroblasts, KAP-1 phosphorylation AlphaLISA; neocarzinostatin DNA damage 30 min before lysis; Potency, µM (series often up to 57.5 µM), for inactives: top-dose activation, hits mostly activators; AID 485349; note: potency is the fitted concentration of half-maximal effect; % of control where 0% means no effect; nearly all actives have a fitted effect of over 45% in size
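hTERT-immortalized A-T patient fibroblasts ([…]), 500 cells/well in OPTI-MEM, 1% FBS, got compounds for 60 min, then NCS for 30 min at 37C. Lysates were then assayed for phospho-KAP-1 by AlphaLISA (anti-pKAP1 donor, anti-KAP1 acceptor beads), 6 hr at 25C.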
Giardia killer = Giardia lamblia killing; Giardia lamblia trophozoite viability; activity change, % at 7.66 µM, hits read low; 340,000 compounds, 0.15% hits; AID 540267; in the data active = activity change below about -80%; inconclusive = between about -30% and that limit;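 note: parasites exposed to compound for two days anaerobically before the ATP read; % is set by controls: 0 for no effect and ±100 for the full control effect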
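Luminescent ATP signal served as the viability read-out, measured 15-30 min after adding ATP detection reagent to trophozoites that had been incubated with compounds for 48 hrs at 37 deg C anaerobically at 100 cells/well.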
FBPA coupling cs = coupling enzyme interference in Giardia aldolase counter-screen. coupling enzyme system counterscreen, AmpLite Red fluorescence. activity change, negative = inhibition, % at 58.2 µM, hits read low. 290,000 compounds, 0.67% hits; in the data active = activity change below about -30%; note: % is set by controls: 0 for no effect and ±100 for the full control effect
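Counterscreen of the coupled detection system alone, without aldolase: glyceraldehyde-3-phosphate coupling enzymes plus AmpLite Red readout. Compounds at 57.5 uM final, 10 min RT preincubation, 20 min RT reaction, fluorescence 525/598 nm.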
Chronic BCR inh = blocks chronic active B-cell receptor signaling; ABC-DLBCL IkBa-CBG/CBR reporter, luminescence ratio, 4 h; Potency, µM (doses to about 46.1 µM), for inactives: top-dose ratio change, negative = lower green/red ratio, hits mostly inhibitors; 340,000 compounds, 0.05% hits; AID 493014; active = well fitted inhibition curve with a large enough effect in the signal ratio, with a control signal flat, not every such curve was filed as active; inconclusive = small, poorly fitted or top-dose-only effect, or effect the other way, or a change in a side signal; the % refers to the signal ratio;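 note: potency is the fitted concentration of half-maximal effect; plate controls were basal doxycycline-induced cells for no effect and cells given 10 µM MG132 for full effect; MG132 reads +100%, hits lower the ratio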
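Doxycycline induced both beetle luciferases in TMD8 lymphoma cells; IKK-driven degradation limits the IkappaBalpha-fused green signal, while red luminescence normalises for cell number and nonspecific effects. Compounds tested up to 46 uM, 4 hrs.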
Tb PFK block = T. brucei PFK enzyme inhibition; O15648; T. brucei PFK, ADP-Glo luminescence; 330,000 compounds, 0.17% hits; AID 485367; Potency, µM (titrated, usually from 57.5 µM), inactives show at the highest dose activity, negative = inhibition, usual class: inhibitors;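 note: potency is the fitted concentration of half-maximal effect; 0% = uninhibited 1x PFK enzyme wells and -100% = no-enzyme wells; nearly all actives have a fitted effect of over 60% in size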
Target sequence (O15648 whole entry, looked up): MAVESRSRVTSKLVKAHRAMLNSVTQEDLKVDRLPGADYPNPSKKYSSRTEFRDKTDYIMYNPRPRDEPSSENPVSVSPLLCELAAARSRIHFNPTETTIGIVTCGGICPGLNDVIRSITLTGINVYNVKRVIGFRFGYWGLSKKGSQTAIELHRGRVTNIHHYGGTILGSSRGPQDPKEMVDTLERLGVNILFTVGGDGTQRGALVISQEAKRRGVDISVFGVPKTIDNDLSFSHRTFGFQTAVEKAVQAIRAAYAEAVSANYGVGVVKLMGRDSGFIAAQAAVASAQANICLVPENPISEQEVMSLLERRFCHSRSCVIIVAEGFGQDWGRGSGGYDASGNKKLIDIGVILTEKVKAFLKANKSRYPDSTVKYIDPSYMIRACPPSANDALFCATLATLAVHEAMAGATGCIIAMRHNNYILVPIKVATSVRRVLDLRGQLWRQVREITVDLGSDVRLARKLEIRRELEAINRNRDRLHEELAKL
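1.25 nM PFK with 0.5 mM F6P and 0.1 mM ATP in 0.1 M TEA pH 8.0, 5 mM MgCl2, incubated 45 min at room temperature; ADP measured by ADP-Glo luminescence; compounds titrated up to 57 uM.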
GALK inh = galactokinase (human) inhibition; Purified GALK, Kinase-Glo residual ATP luminescence; Potency, µM (doses to about 57.5 µM), for the others: at the top dose activity change, negative = inhibition, usual class: inhibitors; 270,000 compounds, 0.007% hits; note: potency is the fitted concentration of half-maximal effect; % is set by controls: 0 for no effect and ±100 for the full control effect
Target sequence (P51570 whole entry, looked up): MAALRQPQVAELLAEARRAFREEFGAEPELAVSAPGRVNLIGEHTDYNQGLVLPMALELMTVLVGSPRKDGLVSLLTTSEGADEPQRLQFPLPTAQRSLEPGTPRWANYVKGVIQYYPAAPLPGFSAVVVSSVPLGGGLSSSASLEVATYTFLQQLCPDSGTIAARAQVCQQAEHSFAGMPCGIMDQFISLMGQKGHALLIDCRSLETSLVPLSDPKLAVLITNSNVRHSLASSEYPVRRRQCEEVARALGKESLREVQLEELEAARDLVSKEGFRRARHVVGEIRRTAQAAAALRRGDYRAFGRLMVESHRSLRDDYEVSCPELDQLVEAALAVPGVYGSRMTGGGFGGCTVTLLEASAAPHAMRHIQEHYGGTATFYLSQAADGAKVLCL
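Quantitative HTS: GALK 5 nM, ATP 35 uM, galactose 100 uM, 1 h room temperature, then luciferase-based ATP detection.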
hERG WT inh = KCNH2 (human, wildtype) channel inhibition. 340,000 compounds, 0.37% hits. U2OS, BacMam KCNH2, thallium flux FluxOr; stronger effect = lower value. Q12809. activity change, % at 1.84 µM. AID 720551;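 active = maximum activity change below -70%; inconclusive = maximum activity change between -70% and -50%; inactive = maximum activity change above -50%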; note: % is set by controls: 0 for no effect and ±100 for the full control effect
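U2OS cells transduced with wild-type KCNH2 virus are loaded with FluxOr dye for 45 min, and thallium flux is measured in kinetic reads before and after stimulation buffer. Rate constants are normalized to DMSO controls.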
TCR activator = activators of T cell receptors. Potency, µM (series often up to 9.22 µM), without a hit: at the top dose activation of IL-2 secretion, actives largely listed as activators. 330,000 tested, under 10 active. primary human leukocytes, anti-CD3, IL-2 HTRF, 48 h; note: % of control where 0% means no effect
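IL-2 produced over 48 hr by a-CD3 bead-stimulated primary human leukocytes exposed to compounds was detected with a homogeneous time-resolved FRET immunoassay, 665nm acceptor signal after 320nm excitation.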
CXXC DNA block = inhibitors of human MLL CXXC domain-DNA interaction; Potency, µM (series often up to 115 µM), without a hit: top-dose activity change, negative = inhibition, hits mostly inhibitors; AID 2662; MLL-CXXC / FITC-HOXA9 DNA fluorescence polarization; 290,000 compounds, 0.037% hits; active = well fitted inhibition curve with a large enough effect in the polarisation, with a control signal flat, not every such curve was filed as active; inconclusive = small, poorly fitted or top-dose-only effect, or effect the other way, or a change in a side signal; inactive = no such curve, though single readings can be large or run the other way; the % refers to the polarisation; note: potency is the fitted concentration of half-maximal effect
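Fluorescence polarization: 7 uM MLL-CXXC (stock) preincubated 5 min with compounds, then 50 nM fluorescein-HOX-A9 DNA (stock) added; 30 min ambient. Buffer 50 mM Tris-HCl pH 7.5, 50 mM NaCl, 1 mM DTT, 0.05% BSA.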
TSHR antag = human thyrotropin receptor antagonism. 330,000 compounds, 0.2% hits. TSHR-expressing cells, TSH-stimulated cAMP HTRF, 2 h; stronger effect = lower value. activity change, negative = inhibition, % at 11.5 µM;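 active = activity change below a set negative limit, meaning inhibition stronger than a set level, cut at about -70% in these data; inconclusive = activity change between two set negative limits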; note: % is set by controls: 0 for no effect and ±100 for the full control effect
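TSHR-expressing cells, 200/well, pre-treated with compound, then stimulated with EC80 TSH (4nM final) for 2 hours at 37 deg C. cAMP measured by competitive HTRF: anti-cAMP cryptate antibody in lysis buffer plus cAMP-d2, read after 30 minutes at room temperature.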
* marks the source's active call; other numbers are inactive results; ? = inconclusive; · = not tested or not shown; & = joins results of further samples; [ ] = remark or other dose. Unless noted, calls come from the whole dose curve; as a rule, active = well fitted curve in the direction sought with a large enough effect; inconclusive = small, poorly fitted or top-dose-only effect, or another doubt; inactive = no such curve, though single readings can be large; an effect the other way counts as inactive or inconclusive.

structure,Chronic BCR inh,Giardia killer,Tb PFK block,hERG WT inh,CXXC DNA block,GALK inh,FBPA coupling cs,AT treatment,TSHR antag,TCR activator
CC(C)COc1ccc(S(=O)(=O)NNC(=O)c2cc3ccccc3o2)cc1,4%,11,0%,21,14%,2%,4,5%,7,2%[46.1 µM]
COc1ccc(N(CC(=O)N2CCN(c3ccccc3F)CC2)S(=O)(=O)c2c(C)noc2C)cc1,7%,17,-1%,2,8%,-1%,5,0%,2,-27%
COc1cccc(C2CC(c3ccccc3)Nc3ncnn32)c1 (configuration not stated),-1%,-7,12%,11,1%,1%,9,4%,8,-5%
CCOc1ccccc1C(=O)NCC(=O)Nc1ncccc1C,?,4,0%,5,·,·,·,2%,0,13%
COc1ccccc1C(=O)NNC(=S)NC(=O)c1cc(OC)c(OC)c(OC)c1,?,9,-1%,-9,6%,-2%,6,-3%,-21,-4%
CCCCN(C(=O)c1ccc(N2CCCC2=O)cc1)c1c(N)n(CCCC)c(=O)[nH]c1=O,5%,-1,-1%,-10,·,·,·,-15%,14,2%
Cc1sc2ncnc(N3CCC(C(=O)Oc4cccc(Cl)c4Cl)CC3)c2c1C,0%,0,1%,4,13%,10%,0,2%,-5,5%
Cc1ccc(C(=O)N/N=C\c2ccc[nH]2)cn1,?,-13,3%,7,0%,0%,-14,0%,11,-84%
COc1ccc(NC(=O)COC(=O)c2cc(SC)ccc2Cl)c(OC)c1,0%,2,1%,-5,-1%,·,0,7%,4,-6%[46.1 µM]
Cc1ccc(NC(=O)COc2ccc(/C=N/NC(=O)CSCc3ccccc3)cc2)cc1,?,3,-29%,4,9%,1%,-1,2%,-8,0%
Cc1nn(CC(=O)N2CCN(Cc3ccccc3)CC2)c(=O)c2ccccc12,-11%,1,5%,6,-2%,-3%,3,-5%,3,0%
O=S(=O)(NCc1ccco1)c1cnc(Cl)c(Cl)c1,16%,-16,0%,30,-4%,0%,0,-11%,3,0%
COCC(=O)NNC(=O)c1ccc(OC)cc1,-9%,-8,-3%,-1,6%,11%,-6,-8%,7,-1%
O=C(CSc1ccccc1F)Nc1ccc2c(c1)OCO2,-9%,-2,-20%,-6,·,·,·,6%,-4,3%[46.1 µM]
COc1cccc(CN2CCN(Cc3c(C)nn(C(C)C)c3C)CC2CCO)c1 (configuration not stated),1%,8,-2%,-15,3%,4%,-1,1%,9,-2%
CC(C)C(=O)Nc1ccc2nn(-c3ccccc3)nc2c1,?,-15,3%,12,-3%,1%,-3,6%,-16,-2%
CCC(C)NS(=O)(=O)c1ccc(OCC(=O)N2CCCC2)cc1 (configuration not stated),1%,17,4%,-9,1%,-1%,0,-1%,-8,3%[46.1 µM]
CCN(Cc1ccccc1)S(=O)(=O)c1ccc(S(=O)(=O)N(Cc2ccccn2)Cc2ccco2)cc1,-9%,0,1%,-12,11%,2%,-1,3%,3,·
O=C1N(C2CCCC2)C[C@@H]2C[C@@H](c3cccn3-c3ccccn3)N3CCC[C@@]123,-2%,14,-3%,11,-3%,10%,0,-5%,-3,-4%
CCCOc1ccc(-c2nc(OCC)c3ccccc3n2)cc1,19%,2,-5%,6,1%,2%,1,6%,-1,2%
COc1ccc(-c2c(C)c3cc(O)ccc3oc2=O)cc1,?,5,6%,-20,6%,6%,1,-1%,3,-11%
O=C(Oc1ccc2c(c1)OCO2)c1ccc(Br)c(S(=O)(=O)N2CCOCC2)c1,-9%,2,9%,3,6%,0%,-1,3%,-21,·
C/C=C/C1=CC(=O)C[C@H](c2ccc3c(c2)OCO3)C1,-2%,1,3%,·,·,·,·,5%,-30,0%
Cc1ccc(C2=NC3(CCCCC3)N=C2SCC(=O)Nc2ccc3c(c2)OCCO3)cc1,-8%,8,1%,1,16%,·,-2,13%,-13,6%
CCn1c(=O)n(CC)c2cc(N3CCCC3)c(NC(=O)c3cccc(Cl)c3)cc21,13%,10,4%,-4,16%,0%,-10,1%,-7,3%
CC(C)(C)OC(=O)N1CCC(CNC(=O)Nc2ccccc2)CC1,?,-7,-10%,-11,-2%,·,0,2%,3,5%
COc1ccc(CCNC(=O)CSc2ncn[nH]2)cc1,2%,9,-1%,7,-3%,0%,1,1%,-6,-4%
O=C1CC(c2ccccc2)n2nc(NC(=O)c3ccccc3)nc2N1 (configuration not stated),-4%,12,0%,1,3%,4%,2,5%,29,-6%
COc1cccc(CN2CCN(Cc3ccc4cccc(F)c4n3)CC2CCO)c1 (configuration not stated),-9%,-16,-2%,15,-4%,6%,1,11%,-8,-4%
CC1CCN(CCCNC(=O)c2ccc(CSCc3cccc(Cl)c3)o2)CC1,?,5,-22%,78,3%,-1%,-4,-4%,3,-5%
COc1ccc(C(=O)N(Cc2ccco2)Cc2cccs2)c(O)c1,11%,2&-19,-10%,-7,3%,1%,9,10%,56,·
COc1ccc(OCc2cc(C(=O)NC3Cc4ccccc4C3)no2)c(Cl)c1,2%,1,-6%,-19,1%,-2%,-1,2%,-18,10%
O=C(COC(=O)Cc1ccc(Cl)cc1)Nc1ccccc1-c1ccccc1,1%,1,-3%,0,-3%,0%,4,6%,4,6%[46.1 µM]
Cc1cc(NC(=O)c2ccc(F)cc2)no1,-1%,-4,-3%,-9,1%,-4%,6,1%,-12,0%
O=C(Nc1ccccc1)c1ccc(NC(=O)c2cccs2)cc1,2%,-21,18%,-10,12%,-3%,·,17%,-8,8%
CCCc1cc(C(N)=O)c(NC(=O)c2ccco2)s1,?,-7,1%,-26,6%,0%,2,19%,-11,-5%
CCOc1ccc(C(=S)N2CCCC2)cc1OCC,-7%,7,-18%,-11,-5%,6%,-1,-1%,2,-1%
O=C(NCc1nnc(SCC(=O)N2CCN(c3ccccc3)CC2)o1)c1c(F)cccc1Cl,14%,2,-2%,0,·,·,0,1%,2,1%
COc1cc(NS(=O)(=O)c2ccc(NC(=O)/C(=C\c3ccccc3OC)NC(=O)c3ccccc3)cc2)nc(OC)n1,0%,9,21%,-7,-23%,0%,8,8%,-13,6%
CC(C)c1ccccc1NC(=O)CCc1nc2ccccc2s1,-1%,5,-1%,1,6%,0%,-2,0%,8,0%[46.1 µM]
Cc1cc(NC(=O)c2ccc(C#N)cc2)n(-c2ccccc2)n1,-17%,2,-2%,-11,·,·,·,27%,49,-2%
Cc1ccc(NC(=O)C(=O)NCCN2CCN(C(=S)Nc3ccccc3)CC2)cc1,-2%,3,-3%,5,-1%,0%,2,0%,-4,2%[46.1 µM]
O=C(c1ccc2c(c1)OCO2)C1CCCN(Cc2cn[nH]c2-c2cccc(F)c2)C1 (configuration not stated),?,5,4%,-17,20%,-4%,2,-4%,3,-7%
COc1ccc(C(=O)Nc2cccc3ccccc23)cc1,?,12,1%,41,43%[activator],0%,-5,-1%,5,3%
CCOc1ccc(N(CC(=O)N2CCCCCC2)S(C)(=O)=O)cc1,-4%,5,1%,10,3%,-5%,4,-4%,19,·
COc1ccc(Br)cc1/C=N/Nc1ccccn1,3%,0,2%,-4,26%,-5%,1,-1%,2,3%
COc1ccc(-c2cc(C(F)(F)F)n3nc(C(=O)O)cc3n2)cc1OC,-1%,-15,-3%,-1,-11%,1%,-1,-2%,4,-8%
O=C(CSc1nc2ccccc2[nH]1)NCc1ccccc1,-16%,-14,2%,-2,0%,-1%,1,16%,23,7%
CCN(CC)CCNc1nc(-c2ccc(OC)cc2)c(-c2ccc(OC)cc2)s1,-18%,-4,5%,3,2%,·,1,3%,3,1%
Cc1c(C(=O)OCC(=O)Nc2ccc(C(=O)N(C)C)cc2)oc2ccccc12,0%,6,-6%,-5,24%,6%,1,5%,1,-1%
CN(C)CCOc1cccc(Br)c1,4%,-3,-7%,6,-7%,0%,-2,0%,-4,-2%
CN1CCN(CCC(=O)Nc2cccc(Br)c2)CC1,2%,20,0%,7,-4%,1%,0,9%,-6,4%
C=CCOC(=O)C1=C(C)OC(N)=C(C#N)C1c1ccco1 (configuration not stated),0%,2,0%,2,1%,-2%,-4,-2%,-7,-3%
Cc1ccccc1Nc1nn2c(=O)c3ccccc3nc2s1,?,-17,-2%,11,5%,3%,0,-1%,-8,2%
CC(C)CCN(CCC(C)C)C(=O)Cc1c(O)c2ccccc2[nH]c1=O,-4%,2,3%,13,-11%,-3%,6,-6%,-7,9%
S=c1[nH]c2cnccc2n1Cc1ccccc1,-1%,10,-7%,8,-4%,-1%,0,19%,5,-13%
Cc1c(C(=O)NC(C)C)c(-c2ccccc2)nn1-c1ccccc1,1%,-5,-6%,-9,-4%,·,3,0%,-6,-3%[46.1 µM]
